Yeast superoxide = reduction of superoxide in aged yeast, primary screen, HTS. actives 0.18% (n = 330,000). superoxide response (% of plate mean), % at 10 µM. S. cerevisiae aged cells, superoxide DHE fluorescence; active compounds read low. AID 2690, 2010;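 active means superoxide response under a set limit, about three screen SD below normal, cut at about 65% in these data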;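 further: yeast aged for seven days with compound at 30 °C before DHE staining; 100% = average MFI of all compound-treated wells on the plate with controls excluded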
GLD-1 TGE inh = GLD-1/TGE RNA complex disruptors, primary screen, biochemical, fluorescence polarization; Female germline-specific tumor suppressor gld-1 (Caenorhabditis elegans), Q17339; purified GLD-1 + fluorescein TGE RNA; inhibition, % at 5.96 µM; actives 0.44% (n = 320,000);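 active means percent inhibition above a per-plate cutoff, the plate mean of test compounds plus 3 SD, cut at about 30% in these data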;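 further: 0% = DMSO wells with GLD-1 and probe and 100% = wells lacking GLD-1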
Target sequence (Q17339 whole entry, looked up): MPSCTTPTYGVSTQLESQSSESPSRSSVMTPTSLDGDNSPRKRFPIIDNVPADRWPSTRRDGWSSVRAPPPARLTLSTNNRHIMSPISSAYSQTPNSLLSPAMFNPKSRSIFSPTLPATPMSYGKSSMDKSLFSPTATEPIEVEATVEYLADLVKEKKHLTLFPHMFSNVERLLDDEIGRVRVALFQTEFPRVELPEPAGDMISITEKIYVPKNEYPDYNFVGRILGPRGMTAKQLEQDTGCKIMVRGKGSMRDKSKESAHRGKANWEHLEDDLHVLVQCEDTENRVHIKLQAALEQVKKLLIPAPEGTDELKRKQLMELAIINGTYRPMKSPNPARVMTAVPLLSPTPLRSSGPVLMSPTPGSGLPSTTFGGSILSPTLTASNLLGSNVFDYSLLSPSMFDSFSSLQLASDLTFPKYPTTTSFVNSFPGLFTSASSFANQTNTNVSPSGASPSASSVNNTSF
Bcl-xL primary = inhibitors of human Bcl-xL, primary screen, biochemical, fluorescence polarization, HTS. Bcl-2-like protein 1 (Homo sapiens), Q07817. actives 0.7% (n = 320,000). AID 2129, 2009. GST-Bcl-xL / FITC-Bim BH3 peptide fluorescence polarization. inhibition, % at 10.9 µM;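 active means inhibition above the mean of all tested compounds plus 3 SD, cutoff set per campaign, cut at about 30% in these data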;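 further: 0% = DMSO wells and 100% = unlabeled Bim-BH3 peptide competitor; inhibitors lower millipolarization by displacing the labeled peptide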
Target sequence (Q07817 whole entry, looked up): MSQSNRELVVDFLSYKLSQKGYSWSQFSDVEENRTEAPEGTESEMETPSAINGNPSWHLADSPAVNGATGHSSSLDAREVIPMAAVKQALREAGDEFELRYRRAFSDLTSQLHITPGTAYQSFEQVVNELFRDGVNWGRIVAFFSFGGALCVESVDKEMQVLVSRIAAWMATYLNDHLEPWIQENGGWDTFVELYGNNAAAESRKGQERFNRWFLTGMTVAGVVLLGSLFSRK
Fam108B counter = mouse Fam108B serine hydrolase inhibitors, primary screen, counter-screen for RBBP9 inhibitor project, biochemical, fluorescence polarization; recombinant Fam108B, FP-Rh probe fluorescence polarization; inhibition, % at 9.51 µM; actives 0.33% (n = 300,000); AID 1947, 2009;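 active means inhibition above the screen mean inhibition plus 3 SD, computed separately per campaign, cut at about 18% in these data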;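 further: inhibitors lower polarization as less probe binds the enzyme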
Efflux pump mplx = inhibitors of Candida efflux pumps in yeast, primary screen, S. cerevisiae, Nile Red, multiplex; S. cerevisiae Candida pump triplex; inhibition, % at 10 µM; actives 0.44% (n = 330,000); AID 485275, 2010;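 active means plate passing quality check with inhibition over a set limit, or well fluorescence over plate mean plus 4 SD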;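 further: Nile Red retained in pooled yeast measured as flow cytometry median fluorescence; 0% = buffer negative control and 100% = Enniatin B positive control; higher means more Nile Red kept so more efflux inhibition; some compounds called inactive have numbers as strong as hits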
EBNA-1 inh = EBNA-1 DNA-binding inhibitors, primary screen, biochemical, fluorescence polarization | inhibition, % at 14.8 µM | actives 0.34% (n = 300,000) | AID 1950, 2009; in the data active means inhibition above about 28%
MEX-5 binding = MEX-5 zinc finger RNA-binding disruptors – biochemical, C. elegans, fluorescence polarization, MLPCN library, primary screen | MEX-5/FITC-TCR2 RNA binding; active compounds read low | activity score (negative = inhibition of binding), % at 10 µM | actives 0.38% (n = 300,000) | AID 1832, 2009;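 active means inhibition past about -25% in most replicates, and total fluorescence under double the plate's negative control median, limit read from the data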;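 further: 0% = DMSO and -100% = 5 µM competing unlabeled TCR2 RNA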
ZTA DNA inh = counter-screen for EBNA-1 inhibitors: inhibitors of Epstein-Barr virus ZTA | AID 2234 | ZTA-DNA binding, fluorescence polarization | actives 0.15% (n = 320,000) | inhibition, % at 11 µM; in the data active means inhibition above about 33%
Target sequence (P03206 whole entry, looked up): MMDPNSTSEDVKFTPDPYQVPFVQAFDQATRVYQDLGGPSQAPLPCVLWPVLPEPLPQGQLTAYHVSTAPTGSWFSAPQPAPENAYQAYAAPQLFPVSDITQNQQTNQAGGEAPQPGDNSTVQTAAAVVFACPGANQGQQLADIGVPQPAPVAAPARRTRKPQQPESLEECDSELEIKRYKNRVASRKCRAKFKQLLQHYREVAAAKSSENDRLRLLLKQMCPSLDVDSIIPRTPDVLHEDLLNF
MCL1-BIM inh = inhibitors of MCL1 binding to BIM-BH3, primary screen, biochemical, fluorescence polarization | Induced myeloid leukemia cell differentiation protein Mcl-1 (Homo sapiens), Q07820 | GST-MCL1 / FITC-Bim-BH3 fluorescence polarization | inhibition, % at 10.9 µM | actives 0.68% (n = 320,000) | AID 2057, 2009;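 active means inhibition above the mean inhibition of all tested compounds plus 3 SD, set per campaign, cut at about 40% in these data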;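 further: 0% = DMSO wells and 100% = unlabeled Bim-BH3 peptide control; higher means more loss of mP so more displacement of Bim peptide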
The depositor's hits bear a star; / = no result given.

SMILES	Yeast superoxide	GLD-1 TGE inh	Bcl-xL primary	Fam108B counter	Efflux pump mplx	EBNA-1 inh	MEX-5 binding	ZTA DNA inh	MCL1-BIM inh
Cc1c(Br)ccc(NC(=O)Cn2nc(-c3cccs3)ccc2=O)c1C	101	1	-12	-11	-0.2	-4	-1.6	-25	-15
O=C(COc1ccc(C(=S)N2CCOCC2)cc1)N1CCCC1	95	7	1	1	-0.3	-3	-2.0	2	5
COc1ccc(N2CC(C)Cn3c2nc2c3c(=O)[nH]c(=O)n2C)cc1 (centres undefined)	94	-6	6	1	-0.2	-4	1.2	-1	4
CC(C)C1Cc2c(sc3c2c(=O)n(Cc2ccccc2)c2nncn32)CO1 (centres undefined)	105	3	5	3	-0.1	-6	-2.1	-13	-3
Cn1c(Cn2c(=O)sc3ccccc32)nnc1SCC(=O)Nc1ccccc1	93	3	-1	-1	0.0	-11	1.6	7	1
O=C1C(c2ccccc2)=[N+]([O-])c2ccccc21	57*	2	4	7	0.2	-3	2.8	-11	3
O=C(NC1CCc2ccccc21)c1cc(COc2ccc(F)cc2F)on1 (centres undefined)	99	1	8	-1	0.2	3	0.5	-3	11
C=COCCNC(=O)C(=O)NC(C)C	98	12	9	2	0.0	3	-3.1	-11	-3
CC(C)c1ccc(CNc2cc(N3CCCC3)ccc2[N+](=O)[O-])cc1	100	3	2	-4	0.3	3	2.1	13	4
CCOc1ccc(-n2c(SCC(=O)Nc3cc(C)on3)nc3c([nH]c4ccccc43)c2=O)cc1	104	3	-1	4	0.1	10	-3.2	-4	2
CCC(=O)Nc1cccc(Oc2nc(C)cc(C)c2C#N)c1	96	2	5	-2	0.0	-6	1.1	0	4
O=C1/C(=C\c2ccncc2)SC(=S)N1C1CCCCC1	89	-3	7	0	0.2	11	0.6	9	11
COc1ccc([N+](=O)[O-])cc1NC(=O)C(C)N1CCN(C(=O)c2ccco2)CC1 (centres undefined)	107	-4	1	-4	0.8	-13	-2.3	1	2
Cc1ccc(CN2CCSCC2)c(C)c1	100	-8	-1	-3	0.0	-6	1.7	-5	0
O=C(NN1C(=O)/C(=C/c2cccs2)SC1=S)c1ccncc1	111	-3	6	1	-0.1	6	1.6	4	-2
Cc1cc(O)ccc1NC(=O)CCN1C(=O)c2ccc([N+](=O)[O-])cc2C1=O	94	-2	5	0	-0.1	-10	2.0	-5	8
CC(=O)N1CCc2c(sc(NC(=O)C3CCCN3S(=O)(=O)c3cccs3)c2C#N)C1 (centres undefined)	91	7	4	0	0.0	2	-4.3	-12	0
CC(C)C[C@H](NC(=O)NC1CCCc2ccccc21)C(=O)O (some centres undefined)	105	2	1	-5	0.1	8	-2.3	8	-1
COc1ccc(-c2csc(NC(=O)c3ccc(OCC(=O)N4CCOCC4)c(OC)c3)n2)cc1OC	86	-2	4	-5	0.2	2	0.4	2	-5
O=C(O)c1cccnc1SC1CC(=O)N(c2cccc(C(F)(F)F)c2)C1=O (centres undefined)	95	7	4	-1	-0.1	1	2.5	-14	2
NS(=O)(=O)c1ccc(Sc2ccc3c(c2)CCC3)nc1	104	-7	-1	1	-0.1	3	-1.3	-6	-3
CN(C)c1ccnc2sc3c(NCC(O)CO)ncnc3c12 (centres undefined)	107	4	6	0	-0.2	5	-3.0	11	10
CCOC(=O)C1CCN(S(=O)(=O)c2ccc3c(c2)CC(=O)N3C)CC1	106	5	-16	2	-0.1	-3	0.9	0	-21
N#C/C(=C\c1ccc(Br)s1)C(=O)N1CCN(c2ccccc2)CC1	106	0	0	-6	0.2	-6	2.8	-4	-3
COc1cc2c(cc1OC)C(c1ccc(-c3ccc(Cl)cc3Cl)o1)=NCC2	89	5	1	-5	-0.1	7	-36*	3	2
CC(c1ccccc1)N1C(=O)C2C3CCC(C3)C2C1=O (centres undefined)	98	5	-3	-3	0.5	0	2.1	5	2
C=C1CCC2[C@](C)(CO)[C@H](O)CC[C@@]2(C)[C@@H]1/C=C/C1=CCOC1=O (some centres undefined)	90	1	0	-2	-0.2	9	2.9	8	-1
CC(C)NC(=O)Cn1c(=O)n(CC(=O)N2CCCCC2)c(=O)c2sccc21	100	0	5	0	-0.1	-2	2.4	15	6
COc1cccc(COc2ccc3ccc(=O)oc3c2)c1	99	4	-2	-2	0.0	1	2.0	-5	-3
COc1ccc(-c2nnc(SCC(=O)N3CCCC(C)C3)o2)c(OC)c1 (centres undefined)	89	-3	-2	0	0.0	-15	-1.3	10	2
O=C(c1ccccc1)c1cc2c(cc1[N+](=O)[O-])OCCO2	97	0	1	-3	0.2	-6	2.5	-10	21
CSc1cccc(NC(=O)Nc2ccccc2C(N)=O)c1	77	-1	-2	-4	0.2	-7	-1.2	-11	-17
CCC(c1nnnn1CCc1ccccc1)N(Cc1ccco1)Cc1cc2cc(C)cc(C)c2[nH]c1=O (centres undefined)	87	4	2	0	0.4	0	1.3	-7	-5
O=C(O)c1nc(NCCc2ccccc2)ncc1Cl	94	3	10	-2	-0.1	2	-2.7	0	6
CCn1c(=O)cc(OCC(=O)Nc2cccnc2)c2ccccc21	84	7	4	-4	0.1	-2	-3.9	0	4
CC(C)c1ccc(C2CC(=O)N3CN(Cc4ccco4)CSC3=C2C#N)cc1 (centres undefined)	98	8	-5	1	0.1	-7	2.7	-8	-9
O=C(CSc1nnc(-c2ccncc2)n1CCc1ccccc1)NCc1ccccc1	94	6	6	1	0.1	-3	-0.4	-2	7
Brc1cnc(N2CCOCC2)nc1N1CCCCC1	97	-5	0	-1	0.1	2	-1.1	-9	-3
CC(=O)N1c2c(cc(Br)cc2S(=O)(=O)NCc2cccnc2)CC1C (centres undefined)	97	5	3	4	0.1	-1	0.3	-13	2
O=C(Nc1ccc(N2CCN(Cc3ccccc3F)CC2)cc1)c1ccccc1[N+](=O)[O-]	94	4	9	-2	0.0	-4	-1.1	-4	0
COc1ccc(NC(C)=O)cc1NC(=O)c1cccc(S(=O)(=O)N2CCN(Cc3ccccc3)CC2)c1	86	-2	5	0	-0.1	5	0.7	12	6
Cc1c(CN(C)Cc2cn(C)nc2-c2ccccc2F)[nH]c2ccccc12	104	3	3	2	0.2	-19	-3.0	-7	-1
O=C(NC1(C(F)(F)F)NC(=O)N(c2ccccc2F)C1=O)c1ccncc1 (centres undefined)	93	5	7	0	3.4	-3	1.0	-3	11
COc1ccc(-c2n[nH]c(C)c2-c2cc(OC)ccc2O)cc1	112	5	10	2	0.2	-13	-1.9	5	7
O=C1c2ccccc2C(=O)N1CCc1nn[nH]n1	151	8	-12	-8	0.1	-18	-1.8	-12	-12
O=C(O)Cc1ccc(NC(=O)C(c2ccccc2)c2ccccc2)cc1	120	-5	1	7	0.4	-4	-1.3	17	1
CC(C)C(OC(=O)c1oc2ccccc2c1CSC1CCCCC1)C(=O)NC(N)=O (centres undefined)	96	-1	4	-3	0.1	2	-1.7	10	11
Cc1ccc(NC(=O)COC(=O)c2ccc3c(c2)OCO3)cc1S(=O)(=O)N1CCCCC1	89	0	-2	-21	-3.0	-6	-1.0	-24	-3
OC(COc1cccc2ccccc12)CN1CCN(c2ccccn2)CC1 (centres undefined)	97	4	0	-1	0.1	-5	-1.5	3	0
COc1ccc(C(=O)N(CN2CCCC2=O)c2nccs2)cc1OC	100	4	4	0	0.1	-9	1.8	-4	2
CC(c1ccccc1)N1CNc2c(c(=O)n(C)c(=O)n2C)C1 (centres undefined)	99	5	5	-2	0.0	-8	2.4	4	4
C=CCn1c(=O)c2ccccc2n2c(SCc3cc(=O)n4ccsc4n3)nnc12	100	5	2	1	0.0	10	2.9	0	-5
COc1ccc(-c2noc(-c3ccc(Br)o3)n2)cc1OC	104	1	-2	-4	0.0	12	-2.7	14	2
CN1C(=O)c2ccc(NC(=O)C3CC3)cc2C1=O	108	2	3	-5	0.1	-2	3.1	2	5
COc1ccc(Cl)cc1NC(=O)NC(C)C	76	2	2	3	0.1	4	0.1	-5	1
CN1C(C(=O)NCc2ccco2)=CC(c2ccc(F)cc2)=NS1(=O)=O	100	-2	8	-3	0.1	2	-1.9	2	4
Cc1noc(C)c1S(=O)(=O)Nc1c(C)n(C)n(-c2ccccc2)c1=O	100	-1	5	1	-0.1	4	0.3	6	4
COc1ccc(NC(=O)COC(=O)CNC(=O)c2cccs2)cc1Cl	84	4	-6	/	-0.1	/	/	-8	-11
CCNC(=O)COC(=O)c1ccc(NS(=O)(=O)c2ccc3c(c2)OCCO3)cc1	103	-4	4	-3	0.0	0	0.7	-3	-3
O=C(N/N=C1/CCS(=O)(=O)c2ccc(F)cc21)c1ccccn1	107	-4	2	2	-0.4	-3	-0.2	-16	4

Overlap with the part before: 4 entries, then new ones.
SMILES	Yeast superoxide	GLD-1 TGE inh	Bcl-xL primary	Fam108B counter	Efflux pump mplx	EBNA-1 inh	MEX-5 binding	ZTA DNA inh	MCL1-BIM inh
Cc1noc(C)c1S(=O)(=O)Nc1c(C)n(C)n(-c2ccccc2)c1=O	100	-1	5	1	-0.1	4	0.3	6	4
COc1ccc(NC(=O)COC(=O)CNC(=O)c2cccs2)cc1Cl	84	4	-6	/	-0.1	/	/	-8	-11
CCNC(=O)COC(=O)c1ccc(NS(=O)(=O)c2ccc3c(c2)OCCO3)cc1	103	-4	4	-3	0.0	0	0.7	-3	-3
O=C(N/N=C1/CCS(=O)(=O)c2ccc(F)cc21)c1ccccn1	107	-4	2	2	-0.4	-3	-0.2	-16	4
Cc1c(S(=O)(=O)N2CCCCC2)c(=O)n(C)c(=O)n1C	84	4	-3	3	-0.2	-9	-1.0	-23	4
COc1cc(C)c(NC(=S)NCCCN2CCOCC2)cc1OC	129	-4	5	-3	0.0	2	0.5	2	6
COc1ccc(C(=O)OCC(=O)NCC2CCCO2)c(F)c1 (centres undefined)	108	4	4	/	0.0	/	/	10	1
CC1Oc2ccccc2C=C1/C=N/Nc1ccc(C(=O)O)cc1 (centres undefined)	99	-6	0	0	0.1	-13	1.0	15	0
O=C(CCc1ccccc1)NC(=S)Nc1cccc(C(=O)O)c1	102	5	5	5	0.0	-3	0.2	-3	12
Cc1cc(-c2nn3c(C)nnc3s2)ccc1NC(=O)C(C)(C)C	85	4	-1	2	0.4	6	2.8	0	-1
O=C(COc1ccccc1-c1ccccc1)NN=C1CCCC1	81	6	-4	-2	-0.1	-7	4.4	-9	-6
O=C(c1cc(-c2cccc(O)c2)on1)N1CCOCC1	113	-3	9	0	0.1	-8	-0.5	9	0
Cc1ccc(-n2cnc(N)c2C(=O)c2cccc([N+](=O)[O-])c2)cc1	99	1	0	-1	0.0	2	1.9	3	-2
O=[N+]([O-])c1ccccc1CN1CCN(S(=O)(=O)c2ccccc2)CC1	113	-2	-1	2	0.0	4	0.4	-1	-3
CCOc1ccc(C(=O)CSc2nnc3ccccn23)cc1	99	7	-2	2	0.1	5	1.1	4	-6
Cc1ccc(C(CC(=O)O)Nc2nc(N3CCCCC3)nc(N3CCCCC3)n2)cc1 (centres undefined)	140	-1	-13	-5	0.2	-2	-0.1	9	-15
Cc1c(CCC(=O)N2CCC[C@H]2C(=O)O)c(=O)oc2c(C)c3oc4c(c3cc12)CCCC4	104	4	3	-8	-0.3	-11	-0.3	9	-1
